NCI-60 one-dose screen, 48 h, at 10 µM unless noted. Numbers give growth in % (100 = growth as untreated, 0 = no growth, -100 = all killed).
UO-31 – UO-31 renal cancer. 5.2% of 81,000 active
786-0 – 786-0 renal cancer cells; 5.1% of 81,000 active
SN12C – SN12C renal cancer cells. AID 1794767. 3.8% of 81,000 active
IGROV1 – IGROV1 ovarian cancer. 4.7% of 79,000 active
TK-10 – TK-10 renal cancer cells. 3.9% of 81,000 active. AID 1794769
ACHN – ACHN renal cancer; 4.9% of 81,000 active; AID 1794771
RXF 393 – RXF 393 renal cancer cells; 6.9% of 77,000 active
SK-OV-3 – SK-OV-3 ovarian cancer cells; 3.2% of 80,000 active; AID 1794785
An asterisk follows results filed as active; . = no result given; & = joins results of further samples. How the source made its calls: active means growth percent below 10; inactive means the rest. Outcome played no part in choosing rows. About 9.6% of those tested had a hit in this group.

nr | SMILES | UO-31 | 786-0 | SN12C | IGROV1
1 | Cc1c(O)ccc(SC#N)c1C | . | . | 95 | 110
2 | CC12CCC(C1)C(C)(C)/C2=N\N=C(N)N (centres undefined) | 96 | 106 | 99 | 123
3 | CCCCCCCCCCCCCCCCCC(=O)Oc1ccc(OCc2ccccc2)cc1 | 82 | 117 | 120 | 108
4 | COc1ccc2[nH]cc(/C=C3\C(=O)Nc4ccccc43)c2c1 | -15* | 54 | 49 | -22*
5 | CCCCCc1ccncc1 | 89 | 113 | 111 | 111
6 | CCCCc1ccc(Nc2ccc(Nc3ccc(CCCC)cc3S(=O)(=O)O)c3c2C(=O)c2ccccc2C3=O)c(S(=O)(=O)O)c1 | 66 | 117 | 91 | -17*
7 | O=C(O)CC(Cl)C(Cl)CC(=O)O (centres undefined) | 81 | 101 | 102 | 106
8 | O=S(=O)(/N=C1C=C/C(=N\S(=O)(=O)c2ccccc2)c2ccccc2\1)c1ccccc1 | 67 | 115 | 101 | 112
9 | CCOc1ccc(C2OCCC(C)O2)cc1OC (centres undefined) | . | 105 | 102 | .
10 | O=S(=O)(Nc1nccs1)c1ccc(NC2Nc3nc4ccccc4nc3S2)cc1 (centres undefined) | 55 | 97 | 96 | 77
11 | CCNc1nc(-c2ccc(Cl)c(OC)c2)c(-c2ccnc(NCCNS(=O)(=O)c3ccccc3)n2)s1 | 81 | 61 | 69 | 67
12 | CSc1cc(C)[o+]c(C)c1 | 86&82 | 113&108 | 86&98 | 80&95

nr | TK-10 | ACHN | RXF 393 | SK-OV-3
1 | 107 | 103 | 112 | 108
2 | 132 | 99 | . | 109
3 | 119 | 94 | 114 | 113
4 | 53 | 35 | 33 | 39
5 | 94 | 101 | 108 | 102
6 | 114 | 95 | 95 | 91
7 | 96 | 103 | 127 | 98
8 | 147 | 105 | 107 | 104
9 | 99 | 99 | 110 | 102
10 | 122 | 91 | 112 | .
11 | 74 | 74 | 62 | 58
12 | 101&102 | 94&108 | 88&103 | 84&113

The list goes on.
nr | SMILES | UO-31 | 786-0 | SN12C | IGROV1
13 | CCc1c(C)c2cc3nc(-c4ccc(N(C)C)cc4)oc3c(C)c2oc1=O | 86 | 95 | 103 | 103
14 | Cc1ccc2nc(-c3cccc(Cl)c3)oc(=O)c2c1 | 100 | 117 | 95 | 123
15 | COc1cccc(/C=N/C(=S)NC2(C)C3CCC(C3)C2(C)C)c1O (centres undefined) | 53 | 88 | 100 | 64
16 | COc1cc(-c2nc(Nc3nc4ccccc4[nH]3)nc(N)c2C#N)cc(OC)c1OC | 70 | 67 | 93 | 43
17 | COc1cc(Nc2nc3ccccc3cc2C(=O)Nc2ccc(F)cc2)cc(OC)c1OC | 71 | 72 | 69 | 80
18 | Cn1cnc2nc(Cl)nc(Cl)c21 | 45 | 4.6* | 22 | 30
19 | COc1cc[n+]([O-])cc1 | 92 | 102 | 98 | 108
20 | CN(C)CC(C)(CN(C)C)C(=O)/C=C/c1c(Cl)cccc1Cl | . | -44* | 51 | 74
21 | CCC(CC)COC(=O)c1nn(C(C)=O)c2cc(F)c(F)cc12 | 87 | 80 | . | 88
22 | COc1ccc(-c2nc(SCC(C)C)nc(N(CCO)CCO)c2C#N)cc1 | 72 | 90 | 94 | 111
23 | CCOc1cc2c(c(OC)c1OCC)C(=O)N[C@@H]1[C@@H](O)[C@@H](O)[C@H](O)C[C@@H]21 | 96 | 96 | 104 | 112
24 | CCCCC[C@H](O)C/C=C1/C(=O)C=C[C@@H]1C/C=C\CCCC(=O)O | 82 | 83 | 52 | .

nr | TK-10 | ACHN | RXF 393 | SK-OV-3
13 | 93 | . | 108 | 96
14 | 107 | 99 | 108 | 105
15 | 86 | 70 | 99 | 102
16 | 81 | 62 | -1.4* | 53
17 | 93 | 57 | 77 | 88
18 | 4.2* | 29 | 31 | 61
19 | 102 | 94 | 102 | 112
20 | -9.0* | -100* | -81* | 92
21 | 87 | 97 | 113 | 113
22 | 100 | 92 | 89 | 102
23 | 101 | 104 | 105 | 103
24 | 111 | 83 | 88 | 118

Arranged by heavy-atom count (falling): 5 of the compounds above
nr | SMILES | UO-31 | 786-0 | SN12C | IGROV1
17 | COc1cc(Nc2nc3ccccc3cc2C(=O)Nc2ccc(F)cc2)cc(OC)c1OC | 71 | 72 | 69 | 80
24 | CCCCC[C@H](O)C/C=C1/C(=O)C=C[C@@H]1C/C=C\CCCC(=O)O | 82 | 83 | 52 | .
20 | CN(C)CC(C)(CN(C)C)C(=O)/C=C/c1c(Cl)cccc1Cl | . | -44* | 51 | 74
14 | Cc1ccc2nc(-c3cccc(Cl)c3)oc(=O)c2c1 | 100 | 117 | 95 | 123
19 | COc1cc[n+]([O-])cc1 | 92 | 102 | 98 | 108

nr | TK-10 | ACHN | RXF 393 | SK-OV-3
17 | 93 | 57 | 77 | 88
24 | 111 | 83 | 88 | 118
20 | -9.0* | -100* | -81* | 92
14 | 107 | 99 | 108 | 105
19 | 102 | 94 | 102 | 112

The listing continues.
nr | SMILES | UO-31 | 786-0 | SN12C | IGROV1
25 | Nc1c(-c2nc3ccccc3[nH]2)nnn1-c1ccc(Cl)cc1 | 53 | 94 | 105 | 118
26 | COc1ccc(Nn2c(=O)c(=O)[nH]c3nn4c(-c5ccc(OC)c(OC)c5)c(C#N)c(N)nc4c32)cc1 | 86 | 106 | 98 | 90
27 | N#Cc1cc([C@@H]2Nc3cc4[nH]ncc4cc3[C@H]3C4CCC(C4)[C@@H]23)ccc1F (some centres undefined) | 67 | 96 | 81 | 82
28 | COc1cccc(Cn2cc(C(=O)Nc3cccnc3Nc3ccc(OC)cc3OC)nn2)c1 | 84 | 98 | 99 | 111
29 | COc1ccc(-n2c(=O)n(O)c(=O)c3ccccc32)cc1 | 69 | 97 | 86 | 101
30 | Cc1nnc(/N=C2\NC(=O)/C(=C/c3ccsc3)S2)s1 | 81 | 95 | 100 | 91
31 | Cc1cccc[n+]1C1c2ccccc2-c2ccccc21 | 91 | 91 | 94 | 92
32 | O=C1CSC(c2cn(-c3ccccc3)nc2-c2ccc(F)cc2)N1c1ccccc1 (centres undefined) | 72 | 100 | 109 | 105
33 | N/N=C1\NNC2(O1)C(=O)Nc1ccccc12 (centres undefined) | 64 | 106 | 96 | 80
34 | CCOC(=O)c1cc(C(=O)c2ccc(OC)cc2)n2ccc(/C=C/c3ccncc3)cc12 | 89 | . | 99 | 104
35 | COc1ccc(-c2nnc(COc3ccc(NC(=O)c4ccccc4)cc3F)o2)cc1 | 64 | 91 | 95 | 96
36 | COc1ccc(-c2cs/c(=N\N=C\c3ccc(Cl)cc3)n2/N=C/c2ccc(Cl)cc2)cc1 | 88 | 67 | 96 | 91

nr | TK-10 | ACHN | RXF 393 | SK-OV-3
25 | 95 | . | 93 | 101
26 | 109 | 101 | 128 | 88
27 | 101 | 98 | 106 | 96
28 | 105 | 104 | 106 | 105
29 | 97 | 90 | . | 100
30 | 97 | 106 | 100 | 90
31 | 89 | 107 | 102 | 73
32 | 127 | 107 | 118 | 119
33 | 186 | 83 | 101 | 94
34 | 104 | 105 | 113 | 105
35 | 92 | 85 | . | 100
36 | 69 | 89 | 98 | 78

Remaining list, next part:
nr | SMILES | UO-31 | 786-0 | SN12C | IGROV1
37 | O=c1cc[nH]c2c(Cl)c3nnn(OCc4ccccc4)c3cc12 | 79 | 108 | 111 | 92
38 | Cc1ccc(N2CCN(C(=S)c3ccc4c(c3)OCO4)CC2)cc1 | 84 | 99 | 94 | 116
39 | Clc1cccnc1Cl | 82 | 105 | 104 | 99
40 | CCCOC(=O)CC1(O)CCCCC1 | 83 | 101 | 99 | 95
41 | Cc1ccc2c(CSc3nc(-c4c(Cl)cccc4Cl)c(C#N)c(=O)[nH]3)cc(=O)oc2c1 | 85 | 93 | 102 | 108
42 | CSc1nc(-c2cccc(C)c2)c2cc(-c3ccccc3)n(C)c2n1 | 30 | 20 | 20 | 34
43 | CCOC(=O)c1cc(C(=O)c2ccc(OC)c(OC)c2)n2ccc3ccccc3c12 | 89 | . | 89 | 98
44 | COc1cc(C2CC(c3cc(OC)c(OCCCOc4ccc(-n5c(/C=C/c6ccccc6)nc6ccccc6c5=O)cc4)c(OC)c3)=NO2)cc(OC)c1OC (centres undefined) | 87 | 108 | 127 | .
45 | CC(Nc1c(C#N)cnc2ccc(-c3cnc(N)nc3)cc12)c1ccccc1 (centres undefined) | 7.4* | 12 | 15 | -16*
46 | COC(=O)C(O)c1ccccc1 (centres undefined) | . | . | 97 | 123
47 | CCCCCCCCCCCCCCCCCCCCCC(=O)OCC(F)(F)C(F)(F)C(F)(F)C(F)(F)C(F)(F)C(F)(F)C(F)(F)C(F)(F)C(F)(F)C(F)F | 89 | 108 | 98 | 111
48 | COc1ccc(C(=O)Nc2ccccc2)cc1N | 94 | 98 | 96 | 101

nr | TK-10 | ACHN | RXF 393 | SK-OV-3
37 | 171 | 99 | 86 | 101
38 | 111 | 102 | 124 | 102
39 | 96 | 110 | 111 | 94
40 | 101 | 105 | 97 | 104
41 | 86 | 110 | 112 | 84
42 | 58 | 32 | . | 69
43 | 117 | 91 | 100 | 101
44 | 139 | 91 | 116 | 114
45 | -21* | 15 | . | -0.6*
46 | 106 | 100 | 111 | 105
47 | 129 | 98 | 121 | 105
48 | 110 | 101 | 111 | 106

Continuation:
nr | SMILES | UO-31 | 786-0 | SN12C | IGROV1
49 | NS(=O)(=O)c1ccc(NC(=O)Nc2cnn(-c3ccc(S(N)(=O)=O)cc3)c2-c2ccccc2)cc1 | 84 | 97 | 100 | 101
50 | O=C1/C(=C(/c2ccccc2)N2CCOCC2)Cc2ccccc21 | -48* | 7.8* | -43* | 14
51 | O=C(Nc1ccc(Cl)cc1Cl)Nc1ccc(-c2cccnc2)cc1N1CCC(CO)CC1 | 17 | 52 | 31 | 35
52 | COc1ccc(-c2nnc(SC/C(=N\O)c3ccc(Cl)cc3)o2)cc1 | 86 | 105 | . | .
53 | C=C(Cn1cc(-c2cccc(O)c2)nn1)[C@@H]1CC[C@]2(COC(C)=O)CC[C@]3(C)[C@H](CC[C@@H]4[C@@]5(C)CCCNC(C)(C)[C@@H]5CC[C@]43C)[C@@H]12 | 31 | 89 | 81 | 79
54 | OC1CCCN(Cc2ccccc2)C1 (centres undefined) | 88 | 115 | 98 | 112
55 | CN1C2CCC1CC(OC(=O)c1c[nH]c3ccccc13)C2 (centres undefined) | 95 | 108 | 94 | 115
56 | O=C(N/N=C/c1c(Cl)cccc1Cl)c1ccccc1Nc1ccnc(C(F)(F)F)c1 | 84 | 75 | 76 | .
57 | CCCn1nc(C(=O)N2CCCCC2)c2c1CCC(N1CCC(c3ccncc3)CC1)C2 (centres undefined) | 93 | 101 | 118 | 113
58 | CCCCSc1nc(NC2CC2)c(C#N)c(-c2ccc(OC)cc2)n1 | 84 | 72 | 81 | 103
59 | Cc1cccc(-c2cc(O)c(C(=O)N3CCOCC3)s2)c1 | 58 | 51 | 49 | 50
60 | CC1(CCl)Nc2ccccc2C(=O)N1c1ccc(Cl)cc1 (centres undefined) | 93 | 101 | 99 | 95

nr | TK-10 | ACHN | RXF 393 | SK-OV-3
49 | 91 | 101 | 118 | 105
50 | -17* | -40* | 42 | 94
51 | 53 | 41 | 50 | 4.3*
52 | 98 | 89 | 101 | 103
53 | 94 | 73 | 76 | 91
54 | 97 | 106 | 107 | 100
55 | 102 | 89 | 99 | 120
56 | 95 | 79 | 49 | 77
57 | 101 | 105 | 117 | 109
58 | 102 | 72 | . | 116
59 | 62 | 61 | 63 | 42
60 | 107 | 102 | 97 | 99

Carrying on.
nr | SMILES | UO-31 | 786-0 | SN12C | IGROV1
61 | Cc1cccc(/C=C\C(=O)c2ccc(Br)cc2)c1 | 85 | 74 | 101 | 89
62 | CC[C@H](C)[C@H](NC(=O)[C@H](CCCNC(=N)N)NC(=O)[C@H](Cc1c[nH]c2ccccc12)NC(=O)[C@@H](NC(=O)[C@H](CCCCN)NC(=O)[C@H](CCCCN)NC(=O)[C@@H](NC(=O)[C@@H](NC(=O)[C@@H](NC(=O)[C@H](CCCCN)NC(=O)[C@H](Cc1ccccc1)NC(=O)[C@H](CCCCN)NC(=O)[C@H](CCCCN)NC(=O)[C@H](Cc1ccccc1)NC(=O)[C@@H](NC(=O)[C@@H](N)CCCCN)[C@@H](C)CC)[C@@H](C)O)[C@@H](C)CC)[C@@H](C)CC)C(C)C)C(=O)N[C@@H](Cc1ccccc1)C(=O)NCC(=O)N[C@@H](CCCNC(=N)N)C(=O)N[C@@H](Cc1ccccc1)C(N)=O | -68* | -31* | -56* | -26*
63 | CCn1c2c(c3ccccc31)CC1CN(C3CCCCC3)C(=O)C1C2C(=O)O (centres undefined) | 88 | . | 95 | 102
64 | Cc1cc2n(n1)C(C(C)C)C(C(=O)c1cc(F)ccc1O)=CN2 (centres undefined) | 81 | 93 | 97 | 99
65 | COc1ccc(C(=O)Nc2ncc(Cc3ccccc3Cl)s2)cc1 | 38 | 29 | 33 | 28
66 | C=C1C(=O)O[C@H]2[C@H]1CC/C(COC(=O)/C=C/c1cccnc1)=C\CC[C@@]1(C)O[C@@H]21 | 25 | 3.0* | 17 | 37
67 | CC(=O)O[C@H]1CC[C@@]2(C)C(=CC[C@@H]3[C@@H]2CC[C@]2(C)c4nc5ccccc5nc4C(=O)C[C@@H]32)C1 | 71 | 95 | 91 | 86
68 | COC1OC2COC(c3ccccc3)OC2C(O)C1O (centres undefined) | 93 | 101 | 95 | 119

nr | TK-10 | ACHN | RXF 393 | SK-OV-3
61 | 92 | 109 | 101 | 105
62 | -69* | -55* | -3.0* | 14
63 | 112 | 105 | 105 | 115
64 | 95 | 98 | 105 | 93
65 | 64 | 33 | -2.1* | 29
66 | 25 | -11* | -9.0* | 80
67 | 115 | 73 | 85 | 108
68 | 115 | 98 | 91 | 90

Bioassay records (PubChem BioAssay)
